# PGC1a acetyl inh: PGC1a acetylation modulation, inhibitor mode; U2OS PGC1a acetylation, AlphaScreen anti-acetyl-lysine; with virally co-expressed GCN5 acetyltransferase; inhibition, % at 15.6 µM; actives 0.17% (n = 350,000);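 active = every replicate shows inhibition of at least 40%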;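 note: 0% = neutral control wells and 100% = positive control wells; some results beyond the cut were filed as inactive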
# FN deposit inh: fibronectin deposition inhibition | inhibition, % at 12.6 µM | actives 0.086% (n = 350,000) | AH1F fibroblasts, Alexa488-fibronectin deposition fluorescence, overnight;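 active = mean inhibition across replicates of 30% or more, regardless of how many single replicates reach that level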;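 note: positive control wells lacked labelled fibronectin entirely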
#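 Assay system: AH1F fibroblasts assembling fluorescent fibronectin matrix; Amount: 10000 AH1F cells per well; Buffer or medium: DMEM, 2% serum; Probe or stimulus: Alexa488-fibronectin, 24 nM final in well; Doses: single compound dose, delivered by pin transfer; Incubation: 1 h adhesion, overnight exposure; Measured by: fluorescence 485/525 nm; Read-out: fibronectin deposition inhibition.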
# S100A4 MyoIIA: inhibitors of human S100A4 binding to myosin IIA peptide; P26447; inhibition, % at 10.7 µM; actives 0.14% (n = 360,000); S100A4/TAMRA-MyoIIA peptide fluorescence polarization; AID 652163;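 active = mean inhibition of at least 70% across replicates, with every replicate also reaching that level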
# Target sequence (P26447 whole entry, looked up): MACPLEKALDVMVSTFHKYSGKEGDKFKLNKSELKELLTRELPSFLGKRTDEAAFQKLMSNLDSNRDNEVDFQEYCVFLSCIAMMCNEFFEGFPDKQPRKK
#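 Test system: S100A4 monomer protein. Medium: HEPES buffer with Ca2+, pH 7.2. Reagent: fluorescent myosin IIA peptide, 5 nM. Compound dosing: single-point compound testing. Timing: 5 min between mix addition and reading. Benchmarks: DMSO neutral and TFP positive wells.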
# ERAP1 HTS inh: ERAP1 (human) enzyme inhibition. Q9NZ08. recombinant ERAP1, Leu-AMC fluorescence, 60 min. inhibition, % at 10.7 µM. actives 0.15% (n = 340,000). AID 652197;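 active = mean replicate inhibition of at least 30%, or all replicates individually reaching that 30% level; inactive = mean below 30% and not every replicate reaching it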;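 note: 0% = neutral control wells and 100% = L-leucinethiol positive control wells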
# Target sequence (Q9NZ08 whole entry, looked up): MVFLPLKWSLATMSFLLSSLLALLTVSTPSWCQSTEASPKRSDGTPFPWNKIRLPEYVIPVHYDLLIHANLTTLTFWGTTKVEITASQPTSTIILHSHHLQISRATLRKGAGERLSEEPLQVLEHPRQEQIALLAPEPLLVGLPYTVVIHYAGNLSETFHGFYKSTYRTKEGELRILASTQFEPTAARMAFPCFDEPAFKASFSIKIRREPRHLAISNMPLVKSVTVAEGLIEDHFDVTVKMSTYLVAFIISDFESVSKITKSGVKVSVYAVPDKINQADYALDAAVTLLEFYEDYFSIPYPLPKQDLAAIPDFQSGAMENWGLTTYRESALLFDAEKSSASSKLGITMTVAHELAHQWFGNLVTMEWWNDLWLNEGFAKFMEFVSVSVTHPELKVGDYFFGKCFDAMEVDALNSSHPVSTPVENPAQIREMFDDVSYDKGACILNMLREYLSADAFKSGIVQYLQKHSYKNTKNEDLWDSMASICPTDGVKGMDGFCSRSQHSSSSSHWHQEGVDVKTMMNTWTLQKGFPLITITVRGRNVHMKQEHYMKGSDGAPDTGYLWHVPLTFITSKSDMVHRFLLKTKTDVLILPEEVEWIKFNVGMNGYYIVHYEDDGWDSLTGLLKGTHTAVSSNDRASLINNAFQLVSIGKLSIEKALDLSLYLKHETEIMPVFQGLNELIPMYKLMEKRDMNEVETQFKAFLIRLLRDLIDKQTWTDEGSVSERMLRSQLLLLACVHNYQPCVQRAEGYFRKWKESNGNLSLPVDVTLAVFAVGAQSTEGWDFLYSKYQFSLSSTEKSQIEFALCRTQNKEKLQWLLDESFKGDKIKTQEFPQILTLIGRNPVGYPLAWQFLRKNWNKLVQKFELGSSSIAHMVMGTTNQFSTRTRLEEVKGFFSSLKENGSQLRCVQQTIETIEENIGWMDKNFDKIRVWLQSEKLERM
# PglD DTNB: blocks C. jejuni PglD acetyltransferase activity; purified PglD enzyme, DTNB colorimetric CoA detection; inhibition, % at 12.5 µM; actives 0.098% (n = 360,000); AID 602405; in the data active = inhibition above about 16%, passing the limit was not always enough; note: strong numbers were not always called active
# LGR2 antag: inhibitors of bursicon-induced Drosophila LGR2 receptor cAMP signaling | inhibition, % at 9.99 µM | actives 0.35% (n = 380,000) | AID 720647 | HEK293 LGR2, CRE-luciferase, bursicon-stimulated, 4 h;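 active = drop in luminescence signal, shown as inhibition above about 50% in the replicate tests, limit read from the data, passing the limit was not always enough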;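 note: agonist challenge used bursicon conditioned medium at about half maximal strength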
# EWS-Fli inh: blocks EWS/Fli oncoprotein-driven transcription | A673 NR0B1-luciferase reporter, viability-normalised | actives 0.67% (n = 350,000) | inhibition, % at 12.6 µM;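 active = mean inhibition of at least 50% after viability correction, with every replicate also passing that limit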;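 note: firefly luciferase signal divided by Alamar Blue viability fluorescence both relative to DMSO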
# PAX8 reporter: inhibitors of PAX8 transcriptional activity in RMG-I cells | RMG-I TPO-luciferase reporter, SteadyGlo, 24 h | inhibition, % at 12.6 µM | actives 1.2% (n = 360,000);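 active = mean replicate inhibition at least 60% with every replicate also reaching 60%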;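 note: luciferase light reporting Pax8 driven TPO promoter activity; plate controls were median of neutral control wells for no effect and mitoxantrone controls for full effect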
# * = called active by the depositor; . = no result given; & = joins results of further samples.
canonical_smiles,LGR2 antag,PAX8 reporter,FN deposit inh,S100A4 MyoIIA,EWS-Fli inh,ERAP1 HTS inh,PglD DTNB,PGC1a acetyl inh
CC(=O)NC(=S)Nc1ccc([N+](=O)[O-])cc1C,4,12,10,-3,0,.,.,-11
CCC(=O)NN1CCc2cc3ccc(C)cc3nc21,-1,1,4,-2,6,2,4,6
Cc1ccc(-n2cc(CN(C)Cc3ncc[nH]3)c(-c3cccc(C)c3)n2)cc1,-9,9,5,2,15,-4,.,2
CCN(CC(=O)Nc1ccc2c(c1)OCCO2)C(=O)CCc1ccccc1Cl,-11,7,-1,13,4,-2,3,-1
C[C@H](CO)N1C[C@H](C)[C@@H](CN(C)C(=O)Nc2ccc(F)cc2)OCCCC[C@H](C)Oc2ccc(NC(=O)Nc3ccc(C(F)(F)F)cc3)cc2C1=O,-3,39,.,-3,4,-3,0,-5
Clc1cnc2nc(SC/C=C/c3ccccc3)[nH]c2c1,-31,-3,1,-3,-8,3,-3,-11
CC(C)Cc1nc(SCC(=O)Nc2nnc(CC(C)C)s2)n[nH]1,-1,4,-1,1,0,.,.,5
CCOC(=O)COc1ccc(S(=O)(=O)N2CCc3ccccc3C2)cc1,15,.,-2,.,.,.,-3,-3
COc1ccc(OC)c(NC(=O)COC(=O)[C@H](Cc2ccccc2)NC(=O)c2ccco2)c1,-7,3,-5,1,2,-3,1,-9
CN(C)CCCN(C(=O)c1ccc(S(=O)(=O)N(C)C)cc1)c1nc2cc3c(cc2s1)OCO3,0,4,4,0,-6,-4,4,.
COC(=O)c1ccc(NS(=O)(=O)c2ccc3c(c2)oc(=O)n3C)cc1,-9,10,5,0,2,3,0,5
Cc1ccc2cc(CCNC(=O)c3ccco3)c(=O)[nH]c2c1C,-87,-187,-5,-5,-69,.,2,-1
CC/C(=C\C1CCCCC1)C(NP(=O)(c1ccccc1)c1ccccc1)c1ccccc1 (centres undefined),5&14,-1,-19,0&-1,28,-2&0,-3,-5
COc1cc(OC)c(C(=O)NC2CC(C)(C)NC(C)(C)C2)cc1OC,.,.,.,-1,.,-6,4,11
CC(=O)N(C)C[C@@H]1Oc2cc(C#CCC(C)C)ccc2S(=O)(=O)N([C@H](C)CO)C[C@@H]1C,-16,.,-3,114*,3,3,-1,-4
Cc1cc(C)c2c(CN3CCC(C)CC3)cc(=O)oc2c1C,10,14,0,-2,13,0,0,4
COc1cc2c(cc1OC)C1CC(=O)C(CC(C)C)CN1CC2 (centres undefined),1,4,-12,-2,3,3,-4,17
CC(CCc1ccccc1)NC(=O)C(C)OC(=O)c1ccco1 (centres undefined),11,-1,-5,-1,-7,-5,3,.
Cc1cc(C)c(C(N)=O)c(SCC(=O)c2cc(C)n(-c3cc(C)on3)c2C)n1,18,7,-3,2,19,0,.,-4
O=C(C[C@H]1C=C[C@@H](NC(=O)c2ccccn2)[C@@H](CO)O1)NCc1cc(F)cc(F)c1,-8,0,.,5,1,.,-3,-3
O=c1c2ccccc2[nH]c(=S)n1Cc1cccs1,.,-17,6,0,6,5,.,-20
C[C@@H]1CCCCO[C@@H](CN(C)C(=O)Nc2ccccc2)[C@H](C)CN([C@@H](C)CO)C(=O)c2cc(NS(=O)(=O)c3cn(C)cn3)ccc2O1,2,-22,2,9,-12,1,-2,-4
CNS(=O)(=O)c1ccc2ccccc2c1,1,10,0,3,0,.,.,14
COc1ccc(C(CNC(=O)c2oc3c(Cl)cccc3c2C)N2CCCC2)cc1 (centres undefined),-12,20,.,-3,4,-1,-2,-1
CCN(C(=O)Cn1c([N+](=O)[O-])cnc1C)c1ccccc1,.,4,5,0,10,-2,-4,-6
CN(C)c1ccc(N2C(=NC(=O)CC3CCCCC3)SC3CS(=O)(=O)CC32)cc1 (centres undefined),16,-2,5,3,-1,-1,-4,10
O=C(c1cc2ccccc2o1)N1CCN(Cc2nc3ccccc3s2)CC1,-26,-34,.,3,-85,4,-2,1
CCN1CCN(c2ccc(S(=O)(=O)N3CCOCC3)cc2NC(=O)c2ccc(F)cc2Cl)CC1,-16,.,4,-5,3,5,4,.
O=C(NCC(=O)N1CCN(C(=O)c2ccco2)CC1)c1ccc(Br)cc1,0,6,.,3,-1,-1,-1,1
CC(N=Cc1cc([N+](=O)[O-])ccc1O)c1ccccc1 (centres undefined),11,-28,-4,-26,-4,-2,3,.
COCCN(C(=O)COC(=O)C1CCC(C(C)(C)C)CC1)c1c(N)n(Cc2ccccc2)c(=O)[nH]c1=O (centres undefined),0,18,-6,-12,13,0,1,2
O=C(NCCCN1CCOCC1)c1ccc([N+](=O)[O-])cc1[N+](=O)[O-],8,22,-3,2,5,1,.,-16
CCc1nnc(NC(=O)CSc2ccc(-c3ccc(-n4cccn4)cc3)nn2)s1,-31,-47,11,-1,-22,4,.,.
CC(C)(Oc1ccc(Cl)cc1)C(=O)Nc1ccc2oc(=O)ccc2c1,2,0,-4,2,6,1,-2,-7
CN(C)c1ccc(CNC(=O)C2CCN(S(=O)(=O)c3ccc4c(c3)CCCC(=O)N4)CC2)cc1,0,7,8,0,.,1,-3,-1
CCC(=O)N(C)C[C@@H]1Oc2ncc(C#Cc3cccnc3)cc2C(=O)N([C@@H](C)CO)C[C@@H]1C,-10,1,.,-4,-4,2,-1,4
O=C(CSc1ccc2nnc(CCNC(=O)c3ccccc3)n2n1)NCCc1ccccc1,7,31,2,-6,4,-2,13,-2
O=C(O)c1ccc(Nc2nc(-c3ccccc3)c3ccccc3n2)cc1,-2,11,-12,-3,11,7,.,-6
COc1cccc(-c2ccc3c(c2)N(Cc2ccc(F)cc2)C(=O)C(C)S3)c1 (centres undefined),15,0,0,0,13,-1,-5,-46
CCCCC1(CC(=O)OCC)C(=O)N(c2ccccc2)N(c2ccccc2)C1=O,7,4,-3,-3,3,2,.,.

# Single records (already shown). Order of values: LGR2 antag	PAX8 reporter	FN deposit inh	S100A4 MyoIIA	EWS-Fli inh	ERAP1 HTS inh	PglD DTNB	PGC1a acetyl inh
# Results for O=C(NCCCN1CCOCC1)c1ccc([N+](=O)[O-])cc1[N+](=O)[O-] = 8	22	-3	2	5	1	.	-16
# Results for CCCCC1(CC(=O)OCC)C(=O)N(c2ccccc2)N(c2ccccc2)C1=O = 7	4	-3	-3	3	2	.	.

# Next entries.
canonical_smiles,LGR2 antag,PAX8 reporter,FN deposit inh,S100A4 MyoIIA,EWS-Fli inh,ERAP1 HTS inh,PglD DTNB,PGC1a acetyl inh
C[C@@H]1CN([C@@H](C)CO)C(=O)Cc2cc(NC(=O)CCCCCC(=O)Nc3ccccc3N)ccc2O[C@H]1CN(C)Cc1ccncc1,-16,2,.,9,-5,2,0,5
C[C@@H]1CN([C@@H](C)CO)C(=O)c2cc(NC(=O)CCN3CCOCC3)ccc2O[C@H]1CN(C)C(=O)Nc1cccc2ccccc12,14,13,.,-6,9,-3,2,4
O=C(O)c1c2c(nc3ccc(S(=O)(=O)N4CCC(C(=O)NC5CCCC5)CC4)cc13)CCCCC2,3,-8,5,-6,-2,-2,1,-3
O=C(CCCN1C(=O)/C(=C/c2ccccc2)SC1=S)Nc1ccc(C(=O)O)c(O)c1,-1,0,-1,0,7,15,-3,4
CC(=O)c1cccc(-c2ccnc3c2CC(C(=O)Nc2ccc4c(c2)OCO4)O3)c1 (centres undefined),.,6,12,1,36,-3,-6,-58
CCN(C(=O)Cc1c(C(=O)O)n(C)c2ccccc12)c1cccc(C)c1,1,-17,4,5,-10,2,.,.
O=C(CCN1CCCCC1)N[C@@H]1CC[C@@H](CCNS(=O)(=O)c2ccc(F)cc2)O[C@H]1CO,17,-1,.,-1,7,1,4,-11
O=C(O)CCC(=O)OCCc1cc2ccccc2c(=O)o1,7,7,-5,-3,-3,0,-9,9
COc1ccc(NC(=O)N(C)C[C@@H]2Oc3ccc(NS(=O)(=O)c4ccccc4)cc3CC(=O)N([C@@H](C)CO)C[C@@H]2C)cc1,-3,.,.,-4,-3,-5,.,7
NS(=O)(=O)c1ccc(N/N=C/C=C/c2ccccc2[N+](=O)[O-])cc1,-56,-164,-1,-12,-89,3,-10,.
O=C(NN=C1CCCCCCCCCCC1)c1cccc(S(=O)(=O)N2CCOCC2)c1,4,-5,-5,.,-20,.,.,.
COCC(=O)Nc1ccc2c(c1)C(=O)N(C)C[C@H](OC)[C@H](C)CN(C(=O)C1CCCC1)[C@H](C)CO2,-4,.,11,-1,-18,-4,0,3
O=C(CCC1CCCC1)N1CCN(C(=O)c2cccnc2)CC1,.,-27,6,.,.,.,9,8
CCC(=O)N1[C@@H]2c3ccc(C4=CCCC4)c(=O)n3C[C@@H]2[C@@H](CO)[C@@H]1C(=O)NCc1ccccc1,14,-8,.,4,-8,-8,3,.
O=C(CN1CCN(C(c2ccccc2)c2ccccc2)CC1)NCc1ccccc1,5,-4,14,-3,0,-2,0,2
CC(C)CNC(=O)c1ccccc1NC(=O)CN(c1ccccc1)S(=O)(=O)N(C)C,9,6,-6,1,9,1,.,4
COc1ccc(NC(=O)N(C)C[C@H]2Oc3ccc(NC(=O)Nc4c(C)noc4C)cc3CC(=O)N([C@@H](C)CO)C[C@H]2C)cc1,-13,-9,-1,-2,-7,-4,3,-9
C[C@H](CO)N1C[C@H](C)[C@@H](CN(C)C(=O)OCc2ccccc2)OCc2cn(nn2)CCCC1=O,22,-29&-10,1&-2,-2&-4,5&0,-3&1,-2&1,-3&2
Cc1ccc(SCc2cc(=O)[nH]c(N3CCCCC3)n2)cc1,.,4,0,.,.,.,-1,-13
C=C(C)n1c(=O)n(Cc2ccc(C)cc2)c2ccccc21,-8,7,-3,-1,-6,1,6,-2
COc1ccc2c(C)cc(SC3CCOC3=O)nc2c1 (centres undefined),3,0,-3,0,10,1,.,.
O=C(C[C@@H]1CC[C@@H]2[C@H](COC[C@H](O)CN2CCC(F)(F)F)O1)NCC1CCCCC1,-8,-34,-11,-2,-31,-4,0,7
Cc1[nH]c2ccccc2c1CC(=O)Nc1ccc(Nc2cccnc2)c(-c2ccc(C(C)(C)C)cc2)c1,14,57,12,-16,9,0,.,.
CCCc1cc(=O)[nH]c(SCC(=O)NC2CCCCCCC2)n1,.,1,-5,0,5,-5,0,-11
C[C@@H]1CCCCO[C@H](CN(C)S(C)(=O)=O)[C@@H](C)CN([C@H](C)CO)C(=O)c2cc(NC(=O)NC3CCCCC3)ccc2O1,-3,-6,-16,3,-10,-4,4,-15
CCC(=O)Nc1ccc(N2CCN(C(=O)c3cccs3)CC2)cc1,23,26,3,1,4,-1,.,.
O=C(CCc1nc2ccccc2c(=O)[nH]1)Nc1cc(Cl)ccc1N1CCCCC1,.,29,7,-3,46,-2,3,-1
O=C(N/N=C/c1ccccc1OCc1ccccc1)c1cccnc1,-4,-30,.,0,-34,18,.,.
CCOC(=O)N1CCc2c(sc(NC(=O)CN3CCN(C)CC3)c2C(=O)Nc2ccccc2)C1,7,3,4,-11,6,4,.,3
O=C(NNC(=S)NCC1CCCO1)c1cc(Br)ccc1Cl (centres undefined),-10,4,7,5,.,-3,1,-8
O=C(c1ccc(OC2CCN(C(=O)C3CC3)CC2)cc1)N(CCO)Cc1ccccc1,-7,-3,8,0,-3,-4,.,.

# High-throughput results from PubChem.
